12-hLO inh: blocks human 12-lipoxygenase activity; P18054; purified 12-hLO, xylenol orange hydroperoxide absorbance; Potency, µM (series often up to 57.1 µM), without a hit: top-dose activity change, negative = inhibition, most hits filed as inhibitors; 150,000 compounds, 0.12% hits; AID 1452; further: potency means the concentration at half of the fitted maximal effect; nearly all actives have a fitted effect of over 55% in size; many of its hits are not listed in these tables
Target sequence (P18054 whole entry, looked up): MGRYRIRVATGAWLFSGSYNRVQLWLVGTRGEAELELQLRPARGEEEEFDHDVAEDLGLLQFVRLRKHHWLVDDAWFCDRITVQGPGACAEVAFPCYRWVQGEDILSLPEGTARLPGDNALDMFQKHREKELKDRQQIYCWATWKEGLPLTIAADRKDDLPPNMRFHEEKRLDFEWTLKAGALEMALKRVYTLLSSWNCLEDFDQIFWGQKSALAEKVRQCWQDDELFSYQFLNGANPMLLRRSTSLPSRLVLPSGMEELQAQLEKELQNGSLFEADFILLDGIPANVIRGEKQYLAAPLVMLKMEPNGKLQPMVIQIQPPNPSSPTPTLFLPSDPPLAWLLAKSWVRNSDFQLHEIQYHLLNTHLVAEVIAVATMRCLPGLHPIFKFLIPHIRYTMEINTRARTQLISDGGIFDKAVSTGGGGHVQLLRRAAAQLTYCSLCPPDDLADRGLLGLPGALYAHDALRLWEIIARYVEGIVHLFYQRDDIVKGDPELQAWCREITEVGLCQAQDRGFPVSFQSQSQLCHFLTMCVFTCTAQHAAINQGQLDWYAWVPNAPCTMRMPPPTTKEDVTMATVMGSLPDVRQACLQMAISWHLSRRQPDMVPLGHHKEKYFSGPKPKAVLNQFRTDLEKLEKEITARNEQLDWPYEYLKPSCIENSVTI
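150 nM 12hLO, 25 mM Hepes pH 7.0 + 0.01% Triton X-100; cpd preinc 15 min RT; 40 uM arachidonic acid, 30 min RT; Fe-XO 30 min; A573/A405 ratio as read-out.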
15-hLO-2 inh: 15-hLO-2 (ALOX15B) enzyme inhibition; O15296; purified 15hLO-2, xylenol orange hydroperoxide absorbance; Potency, µM (highest dose often 57.1 µM), inactives show at the top dose activity change, negative = inhibition, actives largely listed as inhibitors; 110,000 compounds, 0.56% hits; further: potency means the concentration at half of the fitted maximal effect; nearly all actives have a fitted effect of over 60% in size; many of its hits are not listed in these tables
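Read-out: hydroperoxide product oxidises ferrous iron, measured as xylenol orange complex via the 573-to-405 nm absorbance ratio after 30 min. Reaction: 50 nM enzyme, 15 min compound preincubation, 45 uM arachidonic acid, 90 min RT, Hepes pH 7.5 with Triton X-100.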
IMPase cell inh: IMPase inhibition in cells; P97697; CHO-M1 cells, IP1 accumulation, HTRF TR-FRET ratio; inhibition (IP1 accumulation), % at 46.1 µM; 120,000 tested, under 10 active; AID 901; active means well fitted curve in the direction sought with a large enough effect in the signal ratio, not every such curve was filed as active; inconclusive means small, poorly fitted or top-dose-only effect, or a change in a side signal; inactive means no such curve, though single readings can be large or run the other way; the % refers to the signal ratio;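 further: cells stimulated with carbachol in lithium chloride buffer; plate controls were DMSO basal wells for no effect and reference inhibitor wells for full effect; higher means more IMPase inhibition seen as more IP1 and lower FRET ratio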
Target sequence (P97697 whole entry, looked up): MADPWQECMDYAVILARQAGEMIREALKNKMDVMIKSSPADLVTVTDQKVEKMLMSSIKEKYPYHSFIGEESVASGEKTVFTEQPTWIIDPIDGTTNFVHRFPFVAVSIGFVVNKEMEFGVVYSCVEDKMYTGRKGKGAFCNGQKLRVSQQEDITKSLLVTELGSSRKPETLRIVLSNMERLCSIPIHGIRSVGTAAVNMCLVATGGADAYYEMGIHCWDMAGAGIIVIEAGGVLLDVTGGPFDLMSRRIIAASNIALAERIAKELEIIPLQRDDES
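Cellular IMPase inhibition is scored as a rise in cytosolic IP1, detected by competitive TR-FRET between d2-labelled IP1 and a europium anti-IP1 antibody. M1-expressing CHO cells were stimulated with carbachol for 30 min at 37C, with lithium (50 mM LiCl) present in the buffer.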
PNC assembly inh: perinucleolar compartment assembly inhibition | PC3M PTB-GFP, PNC prevalence imaging, 16 h; active compounds read low | AID 2417 | activity change (PNC), negative = inhibition, % at 10 µM | 140,000 compounds, 3.1% hits;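 active means readout at or below -70, meaning at least 70% loss of cells showing the perinucleolar compartment, a nuclear body marking cancer cells; inconclusive means readout between -30 and a set limit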;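 further: plate controls were DMSO wells for no effect and camptothecin positive control wells for full effect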
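Read-out is percentage of cells bearing a perinucleolar compartment, from automated 20x imaging of fixed, Hoechst-stained PC3M PTB-GFP cells. Cells were seeded 4 h, then exposed 16 h to compound (23 nl of library stock) in duplicate plates.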
Numbers without * were called inactive; ? = inconclusive; / = no result given; & = joins results of further samples; [ ] = remark or other dose. Unless noted, the call rests on the fitted dose curve; in most records, active means well fitted curve in the direction sought with a large enough effect; inconclusive means small, poorly fitted or top-dose-only effect, or another doubt; inactive means no such curve, though single readings can be large; an effect the other way counts as inactive or inconclusive. Unless noted, on the % scale 0 is the no-effect control and ±100 the full control effect.

1. O=C(C1CCN(S(=O)(=O)c2cccs2)CC1)N1CCCCCC1
2. Cc1cccc(C)c1NC(=O)CSCCO
3. CCC(CC)NC(=O)COC(=O)c1cc(Br)ccc1Cl
4. CCCc1cc(=O)n2[nH]c(CCc3ccccc3)nc2n1
5. Cc1ccc(SCC(=O)Nc2cccc(NC(=O)c3ccco3)c2)cc1
6. O=c1[nH]c(=O)n(CCO)c2nnn(Cc3ccccc3)c12
7. COc1ccccc1/C=C/CN1CCN(c2ccccc2)CC1
8. Cc1ccc2[nH]c(=O)c3cc(C(=O)N(CCCOC(C)C)Cc4ccco4)sc3c2c1
assay / compound	1	2	3	4	5	6	7	8
12-hLO inh	-8%	-5%	-3%	2%	2%	1%	-19%	-9%
15-hLO-2 inh	1%	-10%	/	-2%	/	2%	30%	10%
IMPase cell inh	-7	3	/	1	1	2	7	17
PNC assembly inh	9	-29	?	-2	41	?	-111*	9

9. CCOC(=O)C1C(=O)C=C(c2cccs2)CC1c1ccccc1 (stereo not given)
10. Cc1cc(OCc2nc(-c3cccs3)no2)cc(C)c1Cl
11. CCOc1ccc(C(=O)c2ccc(OC)c(O)c2O)cc1
12. CCN(CC)C(=O)C1CCN(Cc2ccc(Br)cc2)CC1
13. CCOc1ccc2[nH]c(C)c(CN3CCCCC3)c(=O)c2c1
14. COc1cc(OC)c(C2C(C(=O)Nc3ccccc3)=C(C)Nc3ncnn32)cc1OC (stereo not given)
15. O=C(C1=C(O)C(=O)N(Cc2ccccc2)C1c1ccco1)c1ccco1 (stereo not given)
16. Cc1scc(C(=O)Nc2ccon2)c1-c1ccccc1
assay / compound	9	10	11	12	13	14	15	16
12-hLO inh	-4%	-6%	-14%	-8%	-5%	-1%	4%	-1%
15-hLO-2 inh	/	-3%	?	-10%	16%	-7%	10%	-5%
IMPase cell inh	3	-4	/	7	5	4&10	?	-3
PNC assembly inh	-7	9	/	12	-21	-28	19	?

17. Cc1ccc(S(=O)(=O)Nc2ccccc2CNc2ccccn2)cc1
18. Cc1ccc2c(NC(=O)C3CC3)cccc2n1
19. O=c1c(Cc2ccc(F)cc2)c(O)ccn1Cc1ccc(Cl)cc1Cl
20. COC(=O)[C@H](C)NC(=O)Nc1cc(Cl)ccc1C
21. O=C(/C=C/c1ccc(F)cc1)N1CCCN(C(=O)/C=C/c2ccc(F)cc2)CC1
22. Cc1cccc(C(=O)NC2CC3CCCC(C2)N3C(=O)NC2CCCCC2)c1 (stereo not given)
23. C/C(CC(=O)Nc1ccc(OCc2ccccc2)cc1)=N\NC(=O)C(=O)Nc1cccc(C)c1
24. Cc1cccc(NC(=O)CCSc2nnc(Cc3ccccc3)o2)c1
assay / compound	17	18	19	20	21	22	23	24
12-hLO inh	-7%	-2%	-24%	-1%	-6%	-6%	-4%	-3%
15-hLO-2 inh	/	2%	-3%[11.4 µM]	-16%	/	2%	/	/
IMPase cell inh	/	-14	1[1.84 µM]	-6	?	7	/	/
PNC assembly inh	?	?	29	11	-24	?	?	?

25. COc1ccc(NC(=O)CSC2=NC(=O)CC(C)=N2)cc1
26. COc1ccc2[nH]c(=O)c(CN(Cc3nnnn3Cc3ccco3)C3CCCCC3)cc2c1
27. COc1ccc(OC)c(NC(=O)C(CC(C)C)NC(=O)C2CCCCC2)c1 (stereo not given)
28. COc1cc(O)oc1C=Nc1ccc(C(F)(F)F)cc1
29. C=CCNC(=O)c1onc(CSc2ccccc2F)c1C(=O)O
30. CS(=O)(=O)N(CC(=O)NCc1ccc2c(c1)OCO2)Cc1ccccc1
31. O=C(c1ccco1)N1CCC2(CCN(Cc3ccccc3)CC2)CC1
32. COc1ccc(CCNC(=O)CCNS(=O)(=O)c2cccc3nonc23)cc1OC
assay / compound	25	26	27	28	29	30	31	32
12-hLO inh	3%	?	-4%	-6%	7%	-8%	-2%	5%
15-hLO-2 inh	-5%	?	2%	-5%	-5%	-3%	4%	1%
IMPase cell inh	?	-5	10	4	1	13	/	6
PNC assembly inh	?	-3	?	53	91	-26	/	-26

33. O=C(CSc1nc2ccccc2s1)Nc1cc(S(=O)(=O)N2CCOCC2)ccc1O
34. COCc1cc(/C=N\NC(=O)COc2ccc(Cl)cc2)ccc1OC
35. Cn1c(Cl)c(/C=N/OC(=O)c2cccc(Cl)c2)c2ccccc21
36. COc1cc(CC(=O)Nc2ccc(Cl)c(C(F)(F)F)c2)cc(OC)c1OC
37. O=Cc1ccccc1Oc1ccccc1
38. COC(=O)c1c(NC(=O)C2CC2)sc2c1CCN(C(C)=O)C2
39. CC(=O)C1=C(O)C=C(c2ccco2)CC1c1ccco1 (stereo not given)
40. COc1ccc(-c2cc(C(F)F)n3ncc(C(=O)N4CCSCC4)c3n2)cc1
assay / compound	33	34	35	36	37	38	39	40
12-hLO inh	-11%	-1%	-4%	-1%	6%	-3%	-18%	0%
15-hLO-2 inh	/	/	2%	/	-6%	-6%	-9%	-8%
IMPase cell inh	7	/	0	/	8	5	9	0
PNC assembly inh	-4	15	41	-15	27	38	53	?

41. COc1ccc(/C(N)=N/O)cc1O
42. O=C(CCC1CCCCC1)NC1=NCCS1
43. Cc1onc(-c2ccccc2Cl)c1C(=O)NCc1ccco1
44. CCN(CC)CCCN1C(=O)c2oc3ccccc3c(=O)c2C1c1cccnc1 (stereo not given)
45. [N-]=[N+]=NC1C[C@H](n2ccc(=O)[nH]c2=O)O[C@@H]1CO (stereo not given in full)
46. O=C(Nc1ccccc1)N1CCCC2(CCN(S(=O)(=O)c3ccccc3)CC2)C1
47. CC1CCN(C(=O)c2ccc(CSc3ccc(Cl)cc3)cc2)CC1
48. COc1ccc2c(c1)c(C(=O)N1CCN(C)CC1)c(C)n2-c1ccccc1
assay / compound	41	42	43	44	45	46	47	48
12-hLO inh	1%	-1%	-15%	-18%	0%	4%	-1%	0%
15-hLO-2 inh	/	/	-8%	7%	/	7%	/	29%
IMPase cell inh	/	/	12	-8	/	/	2	5
PNC assembly inh	-9	-89*	?	3	?	/	-18	0

Filtered by structure: the compounds so far containing an aryl thioether with sulfur outside any ring
5. Cc1ccc(SCC(=O)Nc2cccc(NC(=O)c3ccco3)c2)cc1
24. Cc1cccc(NC(=O)CCSc2nnc(Cc3ccccc3)o2)c1
29. C=CCNC(=O)c1onc(CSc2ccccc2F)c1C(=O)O
33. O=C(CSc1nc2ccccc2s1)Nc1cc(S(=O)(=O)N2CCOCC2)ccc1O
47. CC1CCN(C(=O)c2ccc(CSc3ccc(Cl)cc3)cc2)CC1
assay / compound	5	24	29	33	47
12-hLO inh	2%	-3%	7%	-11%	-1%
15-hLO-2 inh	/	/	-5%	/	/
IMPase cell inh	1	/	1	7	2
PNC assembly inh	41	?	91	-4	-18

Continuation:
49. N#Cc1cnn(-c2ncnc3sc(-c4ccccc4)cc23)c1N
50. COC(=O)COc1ccc(S(=O)(=O)Nc2ccc3c(c2)OCO3)cc1
51. Cc1ccc(CNC(=O)C(NS(=O)(=O)c2cccs2)C(C)C)cc1 (stereo not given)
52. COc1ccccc1CNC(=O)c1ccc(CNc2c(N3CCCC3)c(=O)c2=O)cc1
53. CCCCc1c(O)c2ccccc2n(CCCC)c1=O
54. CC1(C)[N+]([O-])=C2C(=[N+]([O-])C1(C)C)c1ccccc1/C2=N\O
55. c1cc(-c2nn[nH]n2)ccc1CN1CCCCC1
56. COc1ccc(CCC(N)=O)cc1OC
assay / compound	49	50	51	52	53	54	55	56
12-hLO inh	-5%	-7%	-2%	2%	1%	-1%	5%	3%
15-hLO-2 inh	-10%	6%	9%[11.4 µM]	/	/	-3%	1%	-9%
IMPase cell inh	-2	4	?	-5	/	1	0	-8
PNC assembly inh	?	35	?	25	34	17	?	?

57. O=C1c2ccccc2C(Nc2cccnc2)N1Cc1ccccc1Cl (stereo not given)
58. CC(=O)Oc1ccc(Cn2cnc3cc4ccccc4cc32)cc1
59. COc1cccc(C(c2c(NC(=O)c3ccccc3)sc(C)c2C)N2CCN(C)CC2)c1 (stereo not given)
60. O=S(NC1CCCCC1)C12CC3CC(CC(C3)C1)C2 (stereo not given)
61. O=C(CSc1nc2ccccc2n1CC(=O)N1CCCC1)NCc1ccc2c(c1)OCO2
62. O=C(NCCc1ccc(Cl)cc1)C1CCC(=O)N1Cc1ccc(F)cc1 (stereo not given)
63. O=C1CCSc2ccc(Cl)cc2N1Cc1cccc(Cl)c1
64. Cc1cccc(C(=O)NCN2CCN(c3ccccc3C#N)CC2)c1
assay / compound	57	58	59	60	61	62	63	64
12-hLO inh	0%	-6%	-1%	0%	3%	-1%	0%	-6%&-3%
15-hLO-2 inh	2%	/	/	7%	-7%	8%	-3%	19%&2%
IMPase cell inh	5	5	-2	7	-4	5	24	3&2
PNC assembly inh	?	-15	?	?	-7	?	?	/

Structures above containing two or more sulfur atoms:
1. O=C(C1CCN(S(=O)(=O)c2cccs2)CC1)N1CCCCCC1
33. O=C(CSc1nc2ccccc2s1)Nc1cc(S(=O)(=O)N2CCOCC2)ccc1O
51. Cc1ccc(CNC(=O)C(NS(=O)(=O)c2cccs2)C(C)C)cc1 (stereo not given)
assay / compound	1	33	51
12-hLO inh	-8%	-11%	-2%
15-hLO-2 inh	1%	/	9%[11.4 µM]
IMPase cell inh	-7	7	?
PNC assembly inh	9	-4	?

New compounds follow
65. Nc1nonc1-n1nnc(C(=O)N/N=C/c2ccccc2)c1CSc1ccc(Cl)cc1
66. O=C(COC(=O)c1cc(=O)[nH]c(=O)[nH]1)NCc1ccccc1
67. Cc1ccc(-n2c(-c3c(-c4ccccc4)noc3C)n[nH]c2=S)cc1
68. CS(=O)(=O)N1CCN(C(=O)c2cc(-c3ccncc3)nc3ccc(Cl)cc23)CC1
69. CC1CCCCN1S(=O)(=O)c1cnc(Cl)c(Br)c1 (stereo not given)
70. CCOC(=O)CCC(=O)N1CCOCCOCCN(C(=O)CCC(=O)OCC)CCOCCOCC1
71. Cc1ccc(SCCNC(=O)c2ccccc2C)cc1
72. O=C(Nc1ccc(Cl)cc1)OCc1cncs1
assay / compound	65	66	67	68	69	70	71	72
12-hLO inh	4%	0%	1%	1%	-2%	4%	-4%	-9%
15-hLO-2 inh	/	/	-11%	-1%	/	-2%	0%	6%
IMPase cell inh	/	3	0	4	/	-5	6	3
PNC assembly inh	?	-15	?	?	?	?	16	11

73. COc1ccc(CCN(Cc2cccs2)S(=O)(=O)c2ccc(S(=O)(=O)N(C)C3CCCCC3)cc2)cc1OC
74. CCOC(=O)c1cc(=O)c2c([N+](=O)[O-])ccc(OC)c2o1
75. COc1cc(/C=C/c2noc(-c3ccccc3O)n2)cc(OC)c1OC
76. CCCc1cc(=O)[nH]c(SCC(=O)c2cc(C)n(CCOC)c2C)n1
77. CC(=O)Nc1cccc(N2C(=O)CC(N3CCC(C(=O)N4CCCCC4)CC3)C2=O)c1 (stereo not given)
78. COCCCNC(=O)Cn1cc2c(n1)CCC(C)C2 (stereo not given)
79. COC(=O)c1cc2c(ccn2-c2ccc(F)cc2)n1CC(C)C
80. CCOc1ccc2[nH]c(=O)c(C(c3nnnn3C3CCCCC3)N3CCN(CC)CC3)cc2c1 (stereo not given)
assay / compound	73	74	75	76	77	78	79	80
12-hLO inh	-2%	-2%	4%	-3%	1%	-8%	-19%	-10%
15-hLO-2 inh	/	/	/	2%	-8%	5%	19%	24%
IMPase cell inh	1	/	/	3	11	2	-20	14
PNC assembly inh	2	-5	-16	?	-24	-2	-14	-4

Screens (PubChem BioAssay)

Some of the compounds tested; rates above refer to the full screens.
